Screening results (PubChem BioAssay)
TDP-43 yeast inh = inhibitors of TDP-43 toxicity in yeast | Potency, µM (series often up to 46.1 µM), inactives show at the top dose growth rescue (activation), usual class: activators | 410,000 tested, 1.8% active | TDP-43 expressing yeast growth rescue, BacTiter-Glo, 24 h; further: potency means the concentration at half of the fitted maximal effect; % of control where 0% means no effect; nearly all actives have a fitted effect of over 50% in size
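Readout is BacTiter-Glo luminescence of cell growth, so inhibitors register as activators. TDP-43-expressing yeast at OD600=0.02 in galactose medium, after raffinose pregrowth to mid-log, were incubated with compound for 24 hr at 30 deg C.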
PTHR1 ag = PTHR1 (human) receptor agonism | Q03431 | HEK293 GP2 PTHR1 cells, GloSensor cAMP luminescence, 1 h | Potency, µM (series often up to 115 µM), for inactives: at the top dose activation, hits mostly activators | 410,000 tested, 0.075% active | AID 743266; further: potency means the concentration at half of the fitted maximal effect; nearly all actives have a fitted effect of over 55% in size; some results filed as inactive show a strong effect at the top dose; inactives centre near -15; many of its hits are not listed in these tables
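HEK-293-derived GP2 cells expressing PTHR1 and a GloSensor cAMP reporter, 3,000/well, plated overnight, given luciferin plus IBMX (each 0.5 mM as added) for 1 h at 37 °C, then compound for 1 h at 37 °C. Luminescence was read after 15 min at room temperature.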
FUS yeast rescue = rescues growth of FUS-expressing yeast; S. cerevisiae FUS-expressing, growth rescue, OD600, 24 h; Potency, µM (doses to about 76.6 µM), without a hit: top-dose growth rescue (activation), hits mostly activators; 390,000 tested, 0.24% active; AID 1347120;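 further: potency means the concentration at half of the fitted maximal effect; plate controls were DMSO vehicle for no effect and reference control for full effect; nearly all actives have a fitted effect of over 55% in size; some results filed as inactive show a strong effect at the top dose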
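Quantitative HTS measuring growth restoration of FUS-toxic yeast. Galactose-induced cells (OD 0.005) were exposed 24hr at 30C to compounds at several concentrations, then absorbance at 600 nm was recorded.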
Abeta yeast res = compounds reversing amyloid beta toxicity in yeast. yeast expressing A-beta42, growth rescue, OD600, 48 h; response scale: 0% DMSO, 100% iron-clioquinol control. Potency, µM (doses to about 46.1 µM), for inactives: at the top dose growth rescue, usual class: activators. 410,000 tested, 0.063% active. AID 1347071; further: potency means the concentration at half of the fitted maximal effect; nearly all actives have a fitted effect of over 55% in size
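Yeast A-beta toxicity model in growth medium with pinned compounds, 48 h at 30 C; growth read as absorbance at 600 nm. Normalized to FeCl3/clioquinol equimolar mix (positive) and DMSO (negative).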
GLP1R ag = activates the human GLP-1 receptor; HEK293 GLP-1R CRE-luciferase, luminescence, 4-6 h; cells express a hypersensitive GLP-1R form; Potency, µM (highest dose often 45.6 µM), for the others: at the top dose activation, usual class: activators; 380,000 tested, 0.007% active; AID 624172; further: potency means the concentration at half of the fitted maximal effect; % of control where 0% means no effect
Target sequence (P43220 whole entry, looked up): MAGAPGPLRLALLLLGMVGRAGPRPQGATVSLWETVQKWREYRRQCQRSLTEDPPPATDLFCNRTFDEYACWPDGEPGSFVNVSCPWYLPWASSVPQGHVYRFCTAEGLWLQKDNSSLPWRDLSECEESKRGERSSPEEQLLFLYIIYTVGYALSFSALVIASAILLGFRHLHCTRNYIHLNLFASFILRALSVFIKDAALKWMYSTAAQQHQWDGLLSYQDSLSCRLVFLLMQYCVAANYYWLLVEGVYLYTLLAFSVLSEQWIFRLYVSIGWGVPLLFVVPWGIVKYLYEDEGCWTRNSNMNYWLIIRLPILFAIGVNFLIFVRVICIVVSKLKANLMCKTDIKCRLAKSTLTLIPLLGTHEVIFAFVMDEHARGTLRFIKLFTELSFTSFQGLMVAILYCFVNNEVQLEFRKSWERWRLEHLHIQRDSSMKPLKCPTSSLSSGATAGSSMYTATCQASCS
GLP-1R inv ag = GLP-1 receptor (human) inverse agonism; HEK293 GLP-1R CRE-luciferase, luminescence, 24 h; GLP-1R form is constitutively active; AID 624417; Potency, µM (highest dose often 38.3 µM), without a hit: top-dose activity change, negative = inhibition, hits mostly inhibitors; P43220; 410,000 tested, 1.6% active; further: potency means the concentration at half of the fitted maximal effect; on the % scale 0 is the no-effect control and ±100 the full control effect; nearly all actives have a fitted effect of over 55% in size
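Assay principle: reduced luminescence from a cAMP-responsive reporter in HEK293 cells co-expressing a constitutively active GLP-1R. Conditions: 24 hr compound incubation, 37 deg C, 5% CO2.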
Akt phos inh = blocks phosphorylation of Akt. Neuro2A IGF-stimulated pAkt S473 HTRF, 20 min; stronger effect = lower value. activity change, % for hits at 50 µM. 360,000 tested, 0.32% active. AID 651550; in the data active means activity change below about -80%; inconclusive means mostly about -51% to -80%; further: on the % scale 0 is the no-effect control and ±100 the full control effect
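Single-point screen (50 µM final compound) in Neuro2A cells stimulated 20 min with 6 nM IGF at 37 deg C. After lysis, Ser473-phosphorylated Akt read by HTRF (ex 330 nm, em 615/665 nm) as the 665/615 ratio.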
aSyn yeast inh = alpha-synuclein toxicity inhibition in yeast; 370,000 tested, 0.14% active; Yeast expressing alpha-synuclein, growth rescue, BacTiter-Glo, 24 h; Potency, µM (top dose mostly 46.1 µM), inactives show top-dose growth rescue (activation), actives largely listed as activators; further: potency means the concentration at half of the fitted maximal effect; % of control where 0% means no effect; nearly all actives have a fitted effect of over 65% in size
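Rescue of yeast growth: cells expressing toxic alpha-synuclein, induced in galactose at OD600 0.02, incubated with compound 24 h at 30 C. ATP luminescence quantified growth; inhibitors of toxicity appear as activators.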
DRD3 antagonist = blocks the human D3 dopamine receptor; P35462; D3R cells, DiscoveRx beta-arrestin luminescence, antagonist mode; stronger effect = lower value; max response, negative = inhibition, %; 360,000 tested, 2.5% active; AID 652054; in the data active means max response below about -50%; inconclusive means no clear call, values can overlap the other calls; further: on the % scale 0 is the no-effect control and ±100 the full control effect; mostly tested at two doses, the higher about 12 µM
Target sequence (P35462 whole entry, looked up): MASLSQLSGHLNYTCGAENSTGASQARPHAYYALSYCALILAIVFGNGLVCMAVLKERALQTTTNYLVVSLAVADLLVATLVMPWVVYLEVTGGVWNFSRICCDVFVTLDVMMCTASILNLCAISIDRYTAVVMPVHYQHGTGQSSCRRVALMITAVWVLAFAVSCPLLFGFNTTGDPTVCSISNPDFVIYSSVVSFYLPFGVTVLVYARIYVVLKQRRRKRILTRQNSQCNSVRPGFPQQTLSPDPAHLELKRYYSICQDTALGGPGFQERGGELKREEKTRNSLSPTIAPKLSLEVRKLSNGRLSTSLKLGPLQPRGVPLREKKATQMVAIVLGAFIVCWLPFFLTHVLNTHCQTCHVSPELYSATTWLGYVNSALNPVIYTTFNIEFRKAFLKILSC
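Cells plated overnight at 1500 cells/well, then exposed to library compounds with dopamine controls for 90 minutes at 37 degrees C. DiscoveRx reagent added for 30–60 minutes at room temperature; luminescence read, quantitative HTS format.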
Starred values were filed as active, the others as inactive; i = inactive; ? = inconclusive; . = no result given; [ ] = another dose, or the depositor's remark. Unless noted, the call rests on the fitted dose curve; in most records, active means well fitted curve in the direction sought with a large enough effect; inconclusive means small, poorly fitted or top-dose-only effect, or another doubt; inactive means no such curve, though single readings can be large; an effect the other way counts as inactive or inconclusive.

SMILES	TDP-43 yeast inh	PTHR1 ag	FUS yeast rescue	Abeta yeast res	GLP1R ag	GLP-1R inv ag	Akt phos inh	aSyn yeast inh	DRD3 antagonist
Cc1c(NC(=O)c2ccc(S(=O)(=O)N3CCOCC3)cc2)cccc1[N+](=O)[O-]	23%	-56%[inhibitor]	3%	18%	2%	5%	i	-11%	22
O=C(CCS(=O)(=O)c1ccc(F)cc1)Nc1nccs1	15%	-3%	-58%	6%	-4%	3%	i	0%	19
COc1ccc(C(=O)NC(=S)NC(C)(C)C)cc1Br	?	-14%[57.5 µM]	-12%	-9%	6%	?	i	-7%	13
COc1ccc2[nH]c(=O)c(-c3nnn(-c4ccc(Cl)nc4)n3)cc2c1	6%	-12%	3%	-3%	-3%	2%	i	-13%	11
CCOc1ccc(CNC(=O)c2ccc3c(Cl)c4c(nc3c2)CCCC4)cc1	11µM*	-23%	1%	11%	0%	-21%	.	.	.
COc1cc(CNC(C)(C)CO)cc(Br)c1OCc1ccccc1	14%	-14%	14%	6%	6%	?	i	1%	1
Cc1ccc([N+](=O)[O-])cc1NC(=O)c1cccs1	-8%	i	-27%	2%	4%	5%	i	-2%	-5
CCCCOc1ccc(-c2nc(SCC(N)=O)n[nH]2)cc1	-8%	0%	15%	-3%	-1%	0%	i	0%	-8
COc1ccc(CC(=O)NCCCSc2ccccc2)cc1OC	9%	-4%	-6%	-8%	2%	1%	i	5%	6
Cc1ccccc1OCc1nnc(SCc2cc(=O)c3cc(F)ccc3[nH]2)n1C	6%	-29%	-6%	2%	.	-15%	.	.	.
CCCCC(=O)N1CC2(C)CN(C(=O)CCCC)CC(C)(C1)C2=O	16%	-14%[57.5 µM]	-1%	-6%	15%	0%	i	6%	42
COc1cccc(OC)c1C(=O)Nc1ccc(CN2CCCCC2)cc1	1%	i	15%	-1%	-2%	-5%	i	5%	26
Clc1ccc2nc(N3CCN(c4ccccc4)CC3)sc2c1	27%	-15%[57.5 µM]	-6%	-1%	-11%	15%	i	2%	-7
CC(=O)Nc1ccc(Nc2ccccc2)cc1	17%	i	16%	5%	-6%	22%	i	1%	-5
O=C(OCC(=O)N1N=C(c2ccc(Cl)cc2)CC1c1ccco1)c1cccnc1 (stereo unspecified)	?	-54%[inhibitor]	21%	-16%	-3%	40%[activator]	i	12%	-2

Part of the list above in a different format.
structure: O=C(OCC(=O)N1N=C(c2ccc(Cl)cc2)CC1c1ccco1)c1cccnc1 (stereo unspecified)
  TDP-43 yeast inh: ?
  PTHR1 ag: -54%[inhibitor]
  FUS yeast rescue: 21%
  Abeta yeast res: -16%
  GLP1R ag: -3%
  GLP-1R inv ag: 40%[activator]
  Akt phos inh: i
  aSyn yeast inh: 12%
  DRD3 antagonist: -2
structure: Cc1ccc([N+](=O)[O-])cc1NC(=O)c1cccs1
  TDP-43 yeast inh: -8%
  PTHR1 ag: i
  FUS yeast rescue: -27%
  Abeta yeast res: 2%
  GLP1R ag: 4%
  GLP-1R inv ag: 5%
  Akt phos inh: i
  aSyn yeast inh: -2%
  DRD3 antagonist: -5

Further results.
SMILES	TDP-43 yeast inh	PTHR1 ag	FUS yeast rescue	Abeta yeast res	GLP1R ag	GLP-1R inv ag	Akt phos inh	aSyn yeast inh	DRD3 antagonist
Cc1cc(C)n(-c2nc3ccccc3nc2Nc2cccc(C(F)(F)F)c2)n1	20%	i	-22%	2%	-6%	6%	.	-3%	.
CCOc1ccccc1NC(=O)C(=O)NCCc1sc2nc(-c3ccc(OC)cc3)nn2c1C	23%	-22%	5%	?	.	15%	.	.	.
CCOC(=O)c1c(C)nc2ccccn12	-24%	6%	9%	4%	?	1%	i	-1%	-26
CCCCOc1ccc(S(=O)(=O)Nc2ccc(NC(C)=O)cc2)cc1	15%	-2%[57.5 µM]	32%	-7%	2%	-10%	i	-1%	19
CCOc1ccc(CCNC(=O)c2ccc(Nc3nc4ccccc4n4nnnc34)cc2)cc1OCC	-8%	7%	-9%	-1%	.	9%	.	.	.
Cc1ccc(C2CC(c3ccc(NS(C)(=O)=O)cc3)=NN2C(=O)c2ccco2)cc1 (stereo unspecified)	-12%	-14%	?	-17%	16%	9%	i	0%	1
CCCNC(=O)c1noc2c1CCc1cc(OC)ccc1-2	13µM*	-25%	4%	5%	8%	?	i	0%	-8
O=C(CSc1ccsc1[N+](=O)[O-])N1CCCCC1	15%	-20%	-2%	-35%[inhibitor]	7%	18%	i	6%	-1
COc1ccc(-c2cc(C(=O)O)c3c(C)nn(-c4ccccn4)c3n2)cc1	6%	i	-1%	-2%	-4%	2%	i	3%	-7
CCCn1c(C)cc(-c2csc(NC(=O)CCc3nc4ccccc4c(=O)[nH]3)n2)c1C	18%	i	36%	-15%	-11%	-10%	i	-7%	-1
O=C(O)c1ccc(-c2noc(-c3cccc(Cl)c3)n2)cc1	.	i	-11%	-7%	11%	.	.	.	.
CCC(C(=O)OCc1cc(=O)n2nc(CCOC)sc2n1)c1ccccc1 (stereo unspecified)	-2%	-25%	1%	-9%	.	8%	.	.	.
COc1ccc(-c2nc(CSCC(=O)N3CCN(c4cccc(C)c4)C(C)C3)c(C)o2)cc1OC (stereo unspecified)	22µM*	-50%[inhibitor]	?	-7%	26%	?	i	8%	13
Cc1cc(O)c2c(c1O)C(=O)[C@]13C(=C2O)C(=O)[C@@H]2[C@@H](O)[C@H]1[C@@H]1[C@H](O)[C@H]3C(=O)C3=C(O)c4c(O)cc(C)c(O)c4C(=O)[C@]312	?	-37%[inhibitor]	3%	-87%[inhibitor]	-4%	?	i	-47%[inhibitor]	-18
CCN1CCN(c2cc(C)c3cc(NC(=S)N4CCOCC4)ccc3n2)CC1	-6%	-17%	1%	.	2%	?	i	6%	4
CCOC(=O)C1=C(COc2ccccc2)NC(=O)NC1c1ccc(Br)cc1 (stereo unspecified)	10%	-22%	18%	2%	7%	?	i	8%	0
COc1ccccc1N(CC(=O)N1CCCCC1C)S(=O)(=O)c1ccc(Cl)cc1 (stereo unspecified)	4%	-25%	-4%	-10%	2%	?	i	11%	14
COc1cccc2c3cccc(OC)c3c3[nH]cnc3c12	?	-22%	.	-68%[inhibitor]	-22%	?	i	-42%[inhibitor]	11
O=C1CC(c2ccncc2)c2cc3c(cc2N1)OCO3 (stereo unspecified)	-2%	i	-20%	-20%	-9%	1%	i	-1%	22
CCOC(=O)CSc1nsc(SCC(=O)OCC)c1C#N	9%	i	8%	-2%	0%	10%	i	6%	0
Cc1ccc(CN(C)C(=O)CCNC(=O)c2ccc(Cl)cc2)o1	-21%	-54%[inhibitor]	-1%	-12%	-7%	-5%	i	1%	-27
CCN(CC)S(=O)(=O)c1ccc(C(=O)N2CCN=C2SC)cc1	-6%	i	2%	-13%	-7%	12%	i	11%	30
CCC(=O)c1ccc(OCC(=O)N(CC)CC2COc3ccccc3O2)cc1 (stereo unspecified)	1%	i	12%	4%	9%	-22%	i	11%	11
OCCN(CCCn1c(-c2ccncc2)nc2ccccc21)c1nc(CN2CCCCC2)cs1	10%	i	-9%	8%	10%	7%	i	-2%	-14
COC(=O)[C@@]12C[C@@H](CC(=O)NCCCCc3ccccc3)C(=O)N(CCc3ccc(OC)c(OC)c3)C1=CCC(C)(C)C2	?	-25%	?	5%	.	?	i	?	-8
O=C(NC(Cc1c[nH]c2ccccc12)C(=O)Nc1ccc(OC(F)(F)F)cc1)c1cccs1 (stereo unspecified)	?	-9%	17%	4%	1%	?	i	8%	-2
CCOC(=O)c1cnc2c(-c3ccc(F)cc3)cnn2c1C(F)(F)F	4%	-14%	6%	14%	-2%	?	i	1%	2
COc1ccc(Cl)cc1NC(=O)CN(C)C(=O)CN1C(=O)NC2(CCCC2)C1=O	-5%	-20%	-1%	8%	2%	-11%	i	-1%	-3
Cc1cc(N2CCOCC2)cc(C)[n+]1[O-]	7%	i	1%	3%	-9%	11%	i	-8%	-11
CC(C)n1c(SCC(=O)NC2CC2)nnc1-c1ccco1	-10%	i	-1%	-2%	2%	12%	i	0%	3
CN(CC(=O)NCCc1ccccn1)S(=O)(=O)c1ccc(Cl)cc1	2%[9.22 µM]	i	-6%	6%	5%	-15%	i	8%	8
Cc1cc(CN(C)C(=O)c2ccc(OC3CCN(CCc4ccccc4)CC3)cc2)on1	-6%	-19%	12%	6%	0%	-24%	i	2%	-22
COc1ccccc1CNC(=O)C1(NC(=O)Nc2ccc(C)cc2)CCCCC1	0%	i	12%	3%	-8%	8.9µM*	i	-1%	3
COc1ccc(NS(=O)(=O)c2ccc(O)c(C(=O)OCC(=O)N3CCCCC3)c2)cc1	13%	-43%[inhibitor]	16%	3%	0%	4%	i	1%	4
COc1ccc(C=O)c2[nH]c3c(Cl)ncnc3c12	17%	-3%	5%	6%	22%	63%[activator]	i	2%	9
CCn1c(SCC(=O)Nc2ccc(C)c(C)c2)nnc1-c1nonc1NC(C)=O	12%[9.22 µM]	-20%	14%	-8%	.	16%	.	.	.
Cc1ncc([N+](=O)[O-])n1CC(=O)NC1CCCCC1	4%	-16%	.	6%	-10%	6%	i	-7%	2
Cc1ccc(-c2nn(-c3ccccc3)cc2CSC(=N)N)cc1	9%	i	.	6%	-10%	0%	i	-3%	35
Cc1cnc(NC(=O)CSCc2c(C)noc2C)s1	18%	i	-9%	0%	-8%	-10%	i	0%	10
O=C(CCc1nc(-c2ccccc2Cl)no1)NCCc1ccccc1	24%	-10%	-1%	12%	9%	?	i	3%	7
Cc1cc(C)cc(NC(=O)CSc2nc(=O)[nH]c3c2CCC3)c1	1%	-33%[inhibitor]	15%	-1%	.	6%	.	.	.
COc1ccccc1-c1noc(-c2cccnc2)n1	11µM*	-19%[57.5 µM]	-2%	2%	22%	43%[activator]	i	4%	6

Some of the compounds tested (hit frequency here may not be typical).
